# TDP-43 yeast inh = TDP-43 toxicity inhibition in yeast. 410,000 tested, 1.8% active. AID 652104. TDP-43 expressing yeast growth rescue, BacTiter-Glo, 24 h. Potency, µM (highest dose often 46.1 µM), for the others: at the highest dose growth rescue (activation), most hits filed as activators; also: % of control where 0% means no effect; nearly all actives have a fitted effect of over 50% in size
#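 Yeast cells expressing TDP-43 under galactose induction are exposed to compounds for 24 hr at 30 deg C. BacTiter-Glo luminescence measures growth, so protective compounds score as activators.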
# KB-V1 cytotox = KB-V1 MDR subline cytotoxicity | Potency, µM (top dose mostly 46.1 µM), for inactives: at the highest dose activity change, negative = cytotoxicity, hits mostly cytotoxic | 400,000 tested, 3.4% active | KB-V1 MDR cells viability, CellTiter-Glo, 72 h; also: % is scaled to controls: 0 for no effect and ±100 for the full control effect; nearly all actives have a fitted effect of over 60% in size
#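 KB-V1 cells (P-gp-expressing MDR subline of KB-3-1) in phenol-red-free DMEM with 10% FBS were exposed to library compounds over a concentration series for 72 h at 37 degrees C. Viability read by CellTiter-Glo luminescence; concentration-effect curves fitted after normalization.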
# GLP-1R agonist = agonists of human GLP-1 receptor; P43220; HEK293 GLP-1R CRE-luciferase, luminescence, 4-6 h; cells express a hypersensitive GLP-1R form; Potency, µM (titrated, usually from 45.6 µM), for inactives: at the top dose activation, usual class: activators; 380,000 tested, 0.007% active; also: % of control where 0% means no effect
# Target sequence (P43220 whole entry, looked up): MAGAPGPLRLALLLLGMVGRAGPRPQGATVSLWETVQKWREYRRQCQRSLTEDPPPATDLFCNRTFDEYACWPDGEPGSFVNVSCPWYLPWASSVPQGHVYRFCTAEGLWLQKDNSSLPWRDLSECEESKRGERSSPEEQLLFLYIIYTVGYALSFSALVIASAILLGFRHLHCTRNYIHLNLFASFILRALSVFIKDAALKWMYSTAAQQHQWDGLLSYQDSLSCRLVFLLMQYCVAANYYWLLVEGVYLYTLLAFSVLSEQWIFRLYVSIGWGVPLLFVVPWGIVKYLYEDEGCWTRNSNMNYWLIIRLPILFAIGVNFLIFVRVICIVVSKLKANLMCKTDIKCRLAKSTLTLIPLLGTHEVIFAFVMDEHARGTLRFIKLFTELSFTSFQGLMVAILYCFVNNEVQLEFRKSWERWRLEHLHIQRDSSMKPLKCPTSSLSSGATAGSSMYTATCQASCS
# HEK293 tox = cytotoxicity in counter-screen for GLP-1R inverse agonists; HEK293 cAMP-luciferase reporter cells, luminescence, 24 h; Potency, µM (titrated, usually from 38.3 µM), for inactives: at the top dose activity change, negative = inhibition, most hits filed as inhibitors; AID 624418; 410,000 tested, 0.13% active;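 also: loss of luciferase light is scored as toxicity; % is scaled to controls: 0 for no effect and ±100 for the full control effect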
#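 1536-well qHTS counterscreen of the MLSMR; 200 cells/uL, 12 h pre-incubation, 23 nL cpd, 24 h at 37 deg C 5% CO2, luciferase detection reagent, 12 min RT, luminescence. Inhibition = undesired.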
# KB-3-1 tox = kills parental KB-3-1 adenocarcinoma cells; Potency, µM (titrated, usually from 46.1 µM), for inactives: at the top dose activity change, negative = cytotoxic, actives largely listed as cytotoxic; AID 1347075; 400,000 tested, 1.4% active; KB-3-1 viability, CellTiter-Glo ATP luminescence, 72 h; also: % is scaled to controls: 0 for no effect and ±100 for the full control effect; nearly all actives have a fitted effect of over 60% in size
#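 KB-3-1 parental drug-naive adenocarcinoma cells in DMEM/10% FBS, incubated 72 h at 37 C with pin-transferred compounds across a concentration series. Viability by CellTiter-Glo luminescence; concentration-response curves fitted after normalization.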
# GLP-1R inv ag = inverse agonists of human GLP-1 receptor | P43220 | HEK293 GLP-1R CRE-luciferase, luminescence, 24 h; GLP-1R form is constitutively active | Potency, µM (top dose mostly 38.3 µM), for inactives: top-dose activity change, negative = inhibition, usual class: inhibitors | 410,000 tested, 1.6% active | AID 624417; also: % is scaled to controls: 0 for no effect and ±100 for the full control effect; nearly all actives have a fitted effect of over 55% in size
#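 Inverse agonists were sought by their lowering of basal cAMP reporter luciferase output in HEK293 cells stably carrying constitutively active human GLP-1R, after 24 h compound treatment.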
# SW480 rereplic = induces DNA re-replication in SW480 colon adenocarcinoma cells; SW480 DNA re-replication, Hoechst DNA content imaging, 48 h; Potency, µM (doses to about 46.1 µM), for the others: at the highest dose re-replication activation, hits mostly activators; 340,000 tested, 1.8% active; AID 624297; also: % of control where 0% means no effect; nearly all actives have a fitted effect of over 55% in size
#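 DNA re-replication was detected as more nuclei of elevated Hoechst intensity after 48 hr exposure to compound (23 nL pinned per well of 250 cells).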
# HT1080-NT tox = kills 2HG-producing HT-1080-NT fibrosarcoma cells. HT-1080-NT fibrosarcoma viability, CellTiter-Glo ATP luminescence, 48 h. Potency, µM (top dose mostly 46.1 µM), for the others: top-dose activity, negative = less viability, hits mostly cytotoxic. 360,000 tested, 1.6% active. AID 686970;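 also: NT is the 2HG producing partner of a matched IDH1 knockdown line; 0% = DMSO-treated cells and -100% = media-only wells without cells; nearly all actives have a fitted effect of over 55% in size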
#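 Compounds were tested in concentration-response format on HT-1080-NT cells for 48 hours at 37 degrees C. Cell viability came from CellTiter-Glo luminescence; curves were classified by r2, response magnitude and activity.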
# HT1080 IDH1KD tx = HT-1080 IDH1 knockdown cell toxicity (counter line). AID 686971. 360,000 tested, 2% active. Potency, µM (highest dose often 46.1 µM), inactives show at the top dose activity, negative = toxicity, usual class: cytotoxic. HT-1080 IDH1 knockdown viability, ATP luminescence, 48 h;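 also: 0% = DMSO wells and -100% = cell-free medium wells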
#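 % activity derives from luminescence (CellTiter-Glo), normalised to DMSO and no-cell wells. HT-1080-IDH1KD cells, 750/well, had 48 h compound exposure at 37 °C.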
# An asterisk follows results filed as active; ? = inconclusive; nt = not tested or not shown; & = joins results of further samples; [ ] = dose if it differs, or a comment. Calls follow the shape of the dose curve; as a rule, active = well fitted curve in the direction sought with a large enough effect; inconclusive = small, poorly fitted or top-dose-only effect, or another doubt; inactive = no such curve, though single readings can be large; an effect the other way counts as inactive or inconclusive. Potency is read from the fitted curve at half-maximal effect. The order is random (roughly 9.4% active in at least one column).
Structure,HT1080-NT tox,GLP-1R agonist,GLP-1R inv ag,HT1080 IDH1KD tx,SW480 rereplic,TDP-43 yeast inh,HEK293 tox,KB-3-1 tox,KB-V1 cytotox
Cc1ccc(Nc2nnc(SCC(=O)NC(Cc3c[nH]c4ccccc34)C(=O)O)s2)cc1 (stereo not given),8%,0%,13%,13%,-15%,9%,8%,4%,16%
CN(C)c1cccc(C(=O)NNC(=O)NC2CCCCC2)c1,4%,-1%,5%,0%,0%,2%,-13%,23%,-4%
Cc1cc(C)c(N(CC(=O)NCc2ccccc2)C(=O)c2csnn2)c(C)c1,1%,9%,-33%,-6%,-7%,-21%,-12%,0%,?
N#CC1C(=O)NC(=O)C(C#N)C12CCCC2 (stereo not given),20%,-1%,41%[activator],1%,nt,0%,5%,4%,7%
Cn1c(SCC(=O)NC(C)(C)C)nnc1-c1cnccn1,3%,-1%,24%,2%,-4%,0%,8%,16%,23%
O=C(NCCCn1ccnc1)NC(C(F)(F)F)C(F)(F)F,1%,2%,9%,0%,7%,-20%,3%,-6%,?
Cc1ccccc1NC(=O)CSc1n[nH]c(-c2ccco2)n1,22%,-13%,-8%[0.307 µM],14%,0%,4%,5%[0.307 µM],0%,9%
CCSC(=Nc1ccccc1)N1CCOCC1,23%,6%,17%,21%,-6%,-2%,?,8%,-1%
CCC1CCC2(CC1)NC(=O)N(CC(=O)Nc1cc(C)on1)C2=O (stereo not given),9%,0%,-22%,14%,0%,-12%,16%,2%,?
CS(=O)(=O)N(CC(=O)Nc1ccc(F)cc1F)c1cccc([N+](=O)[O-])c1,7%,5%,1%,12%,0%,1%,7%,14%,15%
CC[C@H](C)[C@H](NC(=O)OCc1ccccc1)C(=O)OCC(=O)Nc1ccc(N2CCOCC2)cc1,4%,22%,26%,9%,-8%,0%,1%,11%,2%
CC(C)n1c(SCC(=O)Nc2nc3ccccc3s2)nc2c1c(=O)n(C)c(=O)n2C,-3%,1%,35%[activator],-12%,?,27%,5%,-8%,-10%
Cc1ccc(N2C(=O)c3ccccc3C2Nc2ccc(S(=O)(=O)N3CCOCC3)cc2)nc1 (stereo not given),-3%,7%,-3%,-5%,-5%,1%,-3%,-4%,-5%
CCOC(=O)CC(=O)Nc1ccsc1C(N)=O,16%,2%,5%,4%,-138%[inhibitor],-10%,?,2%,-13%
CCn1c(SCC(=O)N2CCOCC2)nc2ccccc21,2%,6%,0%,5%,-4%,-22%,3%,?,-2%
O=C(CCC1CCN(C(=O)c2ccccc2Cl)CC1)NCc1ccc(F)cc1,4%,-5%,-11%,17%,4%,21%,6%,1%,?
CCC1CN(C(=O)N2CCC(C(=O)NCc3cc(OC)c(OC)c(OC)c3)CC2)c2ccccc2O1 (stereo not given),-1%,-3%,8%&-4%,-3%,-4%,0%&3%,-13%&-15%,-1%,-13%
Cc1cc(=O)c(C(=O)O)nn1-c1cccc(C(F)(F)F)c1,11%,-1%,-1%,17%,10%,-16%,-5%,1%,6%
CCc1ccc(NC(=O)CSc2nc(=O)n(CCN(C)C)c3c2CCCC3)cc1,5%,23%,?,1%,-1%,11%,-36%,0%,-28%
CC(C)Cn1cc(NC(=O)NCc2cccc(Cl)c2)c2ccccc2c1=O,nt,3%,-5%,nt,nt,24%,-3%,8%,13%
COc1ccc(NC(=O)C2CCN(C(=O)N3CCOc4ccccc43)CC2)cc1,nt,nt,-3%,nt,nt,0%,8%,-3%,-12%
CCCCC(=O)N1C/C=C\C(c2ccc(OC)cc2)N(Cc2ccc(F)cc2)C(=O)C1 (stereo not given),0%,-2%,?,?,23%,7%,10%,-20%,-38%
O=C(NC(=C(Cl)Cl)S(=O)(=O)c1ccc(Cl)cc1)c1ccccc1,?,0%,?,?,?,19%,-26%,-91%,?
N#CCCn1cc(/C=N/O)c(-c2ccccc2)n1,-1%[9.24 µM],2%,0%,-22%,1%,-11%,7%,-15%,11%
O=C(CSc1nnnn1C1CCCC1)NCCc1ccccc1,?,8%,5%,9%,-6%,-19%,-6%,-3%,?
CCOc1ccc(NC(=O)CN(C)CC(=O)Nc2cccc(Cl)c2C)cc1OCC,-17%,9%,?,-2%,-5%,4%,-19%,-5%,-19%
CCc1ccc2[nH]c(C)c(CN3CCCCCC3)c(=O)c2c1,-3%,4%,-1%,0%,-7%,10%,16%,-7%,26%
COc1cc2c(cc1OC)C(COc1ccc3c(C)cc(=O)oc3c1)N(C(=O)c1cccc(C)c1)CC2 (stereo not given),nt,nt,14%,nt,nt,22%,5%,-4%,0%
COc1ccc2[nH]c(=O)c(CN(C(=O)c3cccc(Cl)c3)c3ccccc3C)cc2c1,nt,nt,2%,nt,nt,25%,30%,11%,6%
COc1ccc2c(c1)[C@H]1[C@H](CO2)[C@H](c2ccccc2)[C@]2(C)C(=O)N(Cc3ccc(C)cc3)CC(=O)N12,?,5%,7%,-17%,?,6%,1%,?,-3%

# Part of the list above in order of molecular weight, largest number first:
Structure,HT1080-NT tox,GLP-1R agonist,GLP-1R inv ag,HT1080 IDH1KD tx,SW480 rereplic,TDP-43 yeast inh,HEK293 tox,KB-3-1 tox,KB-V1 cytotox
COc1ccc2c(c1)[C@H]1[C@H](CO2)[C@H](c2ccccc2)[C@]2(C)C(=O)N(Cc3ccc(C)cc3)CC(=O)N12,?,5%,7%,-17%,?,6%,1%,?,-3%
CCOc1ccc(NC(=O)CN(C)CC(=O)Nc2cccc(Cl)c2C)cc1OCC,-17%,9%,?,-2%,-5%,4%,-19%,-5%,-19%
COc1ccc(NC(=O)C2CCN(C(=O)N3CCOc4ccccc43)CC2)cc1,nt,nt,-3%,nt,nt,0%,8%,-3%,-12%

# Some of the entries so far, as labelled records.
O=C(CSc1nnnn1C1CCCC1)NCCc1ccccc1
- HT1080-NT tox: ?
- GLP-1R agonist: 8%
- GLP-1R inv ag: 5%
- HT1080 IDH1KD tx: 9%
- SW480 rereplic: -6%
- TDP-43 yeast inh: -19%
- HEK293 tox: -6%
- KB-3-1 tox: -3%
- KB-V1 cytotox: ?

CCOc1ccc(NC(=O)CN(C)CC(=O)Nc2cccc(Cl)c2C)cc1OCC
- HT1080-NT tox: -17%
- GLP-1R agonist: 9%
- GLP-1R inv ag: ?
- HT1080 IDH1KD tx: -2%
- SW480 rereplic: -5%
- TDP-43 yeast inh: 4%
- HEK293 tox: -19%
- KB-3-1 tox: -5%
- KB-V1 cytotox: -19%

CCc1ccc2[nH]c(C)c(CN3CCCCCC3)c(=O)c2c1
- HT1080-NT tox: -3%
- GLP-1R agonist: 4%
- GLP-1R inv ag: -1%
- HT1080 IDH1KD tx: 0%
- SW480 rereplic: -7%
- TDP-43 yeast inh: 10%
- HEK293 tox: 16%
- KB-3-1 tox: -7%
- KB-V1 cytotox: 26%

# The results go on:
Structure,HT1080-NT tox,GLP-1R agonist,GLP-1R inv ag,HT1080 IDH1KD tx,SW480 rereplic,TDP-43 yeast inh,HEK293 tox,KB-3-1 tox,KB-V1 cytotox
Cc1ccc(S(=O)(=O)Nc2ccccc2C(C(=O)OC(C)(C)C)C(=O)OC(C)(C)C)cc1,-28%,nt,?,-10%,nt,13%,-10%,0%,?
CC(=O)c1ccc(NC(=O)c2ccc3c(c2)N(Cc2cccc(Cl)c2)C(=O)c2ccccc2S3=O)cc1 (stereo not given),nt,nt,5%,nt,nt,9%,2%,1%,-15%
Clc1ccccc1-c1ccc2ncnc(NCc3cccnc3)c2c1,nt,-2%,nt,nt,-1%,nt,nt,2%,-1%
CC(C)c1nc2ccc(C(=O)NCCCN3CCN(c4ccc(F)cc4)CC3)cc2o1,nt,nt,?,nt,nt,-13%,-8%,2%,-16%
CCCCN(C(=O)C1=COCCO1)c1c(N)n(CCCC)c(=O)[nH]c1=O,-3%,9%,1%,1%,-1%,3%,-2%,5%,-8%
NC(CCc1ccccc1)c1csc(NC(=O)Nc2cccc(Cl)c2)n1 (stereo not given),?,-12%,?,?,nt,14%,?,0%,2%
O=C(CN1CCC(C(=O)c2cccc(F)c2)CC1)NCc1cccs1,-2%,-4%,-25%,-6%,-2%,-1%,-15%,-10%,-9%
CC[C@]1(c2cccc(C)c2)C(=O)N(C(=O)OC)N1C(=O)OC,12%,-4%,5%,12%,1%,21%,-1%,3%,0%
CCc1ccc(CNC(=O)c2ccc3c(c2)nc2n3CCCCC2)cc1,nt,nt,12%,nt,nt,20%,6%,15%,-7%
Cc1ccccc1C(=O)N1CCN(c2ccc(NC(=O)c3ccco3)cc2Cl)CC1,?,-17%,?,?,-2%,11%,?,-11%,?
COc1ccc2c(c1)CC(NC(=O)Nc1c(C)cc(C)cc1C)CO2 (stereo not given),nt,nt,6%,nt,nt,-5%,-12%,5%,26%
Cc1cc(C)c2c(=O)n(CC(=O)Nc3ccc(Br)c(C)c3)sc2n1,0%,-1%,15%,1%,?,?,0%,0%,0%
CN(C)c1ccc(CNCCC(Cc2ccccc2)c2ccco2)cc1 (stereo not given),18µM*,5%,?,23µM*,?,-6%,?,?,?
O=C(/C=C/c1ccc(F)cc1)NC(=S)N1CCCCC1c1cccnc1 (stereo not given),?,-1%,4%,8%,?,-2%,6%,7%,-18%
COc1ccc(-c2nc(CN(CC3CCC(=O)N3)C(C)C)c(C)o2)c(C)c1C (stereo not given),-15%,13%,14%[7.66 µM],-12%,-2%,15%[9.22 µM],-7%[7.66 µM],-4%,-20%
COc1ccc(NC(=O)c2nn(C)c3c2CS(=O)(=O)c2ccccc2-3)cc1,10%,5%,-4%,8%,4%,-3%,-4%,-7%,-7%
CCCCN(C(=O)C1=NN(c2cc(C)ccc2C)C(=O)CC1)c1c(N)n(CCC)c(=O)[nH]c1=O,0%,0%,9%,2%,-13%,4%,-1%,-7%,27%

# Compound activity deposited in PubChem BioAssay by National Center for Advancing Translational Sciences (NCATS).
